Screening results from PubChem.
NOD2 RIPK2 PPI: inhibitors of human NOD2-RIPK2 interaction; O43353; CHO BLA complementation NOD2-RIPK2, CCF4 ratio; AID 624267; 360,000 tested, 0.38% active; inhibition, % at 4.98 µM; in the data active = inhibition above about 21%;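 note: 0% = vehicle only and 100% = reference blocker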
Target sequence (O43353 whole entry, looked up): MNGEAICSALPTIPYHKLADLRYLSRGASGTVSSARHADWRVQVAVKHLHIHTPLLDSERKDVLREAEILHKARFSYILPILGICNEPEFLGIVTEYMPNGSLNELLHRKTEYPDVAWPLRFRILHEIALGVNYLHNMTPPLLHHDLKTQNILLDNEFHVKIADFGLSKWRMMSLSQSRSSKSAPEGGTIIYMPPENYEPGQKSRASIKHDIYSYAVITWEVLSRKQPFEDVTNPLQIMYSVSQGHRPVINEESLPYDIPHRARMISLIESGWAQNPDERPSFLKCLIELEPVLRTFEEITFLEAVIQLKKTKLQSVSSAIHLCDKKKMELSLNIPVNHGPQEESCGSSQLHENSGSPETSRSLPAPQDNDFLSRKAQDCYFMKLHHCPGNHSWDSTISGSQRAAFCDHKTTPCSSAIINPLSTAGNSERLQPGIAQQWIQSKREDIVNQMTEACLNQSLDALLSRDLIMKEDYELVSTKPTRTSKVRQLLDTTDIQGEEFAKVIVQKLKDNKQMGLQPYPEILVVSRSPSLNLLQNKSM
ABCB6 inh MLPCN: inhibitors of human ABC transporter ABCB6. fluorescence ratio to DMSO, % at 10 µM. Q9NP58. 360,000 tested, 0.19% active. K562-ABCB6 porphyrin accumulation, flow cytometry, 1 h; stronger effect = lower value;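 active = fluorescence ratio to DMSO below 75%, the collection mean minus 3 SD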;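 note: signal is porphyrin accumulated inside mitochondria; 100% equals median channel fluorescence of DMSO control wells; lower ratio means ABCB6 inhibition with less porphyrin fluorescence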
Cardio protect: myocardial damage modulation in H9c2 cells. protection from H2O2 cell death, % at 20 µM. H9c2 cardiomyocytes, H2O2 injury protection, ATPLite, 2 h. 360,000 tested, 0.63% active;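 active = compounds giving at least 50% protection of heart cells from peroxide-induced death in the single-dose screen, raw or plate-pattern-corrected value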;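 note: 0% = DMSO wells with peroxide and 100% = DMSO wells without peroxide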
Glyco luc inh: blocks N-linked glycosylation in D54 reporter cells | D54 ERlucT glycosylation luciferase reporter, 24 h; percent of 100 nM tunicamycin response | reporter increase, % at 12.5 µM | 360,000 tested, 0.23% active | AID 588692;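 active = mean luciferase reporter signal, scaled so untreated is 0 and the glycosylation-blocking control 100, at or above a set limit in every replicate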;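 note: luciferase carries N-glycosylation sites so blocking glycosylation raises the light; 0% = median of neutral control wells and 100% = median of 100 nM tunicamycin wells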
ABHD5-PLIN5 inh: ABHD5-PLIN5 protein interaction inhibition. Split G. princeps luciferase complementation, luminescence, 4 h. inhibition, % at 4 µM. 360,000 tested, 0.78% active. AID 602281;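 active = inhibition above the mean inhibition across every tested compound plus 3 SD, cut at about 22% in these data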;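 note: 0% = DMSO only wells and the 100% control is not disclosed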
MC4R antagonist: human MC4R antagonism in cAMP assay; P32245; MC4R-expressing cells, MTII-stimulated cAMP, LANCE TR-FRET; inhibition, % at 6.5 µM; 360,000 tested, 0.48% active;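 active = inhibition above its plate's cutoff, the mean of tested wells on that plate plus 3 SD, cut at about 29% in these data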;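 note: 0% = Melanotan II alone and 100% = Melanotan II plus saturating MCL0020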
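system = U2OS cells with stable human MC4R expression | also added = Melanotan II challenge after compound preincubation | dosing = one concentration, 6.5 µM nominal | incubation = compound 30 min, challenge 1 h, detection 1 h | measured by = TR-FRET with Eu-cAMP and labeled anti-cAMP, 671 nm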
m5-HT2A agonist: agonists of mouse serotonin 5-HT2A receptor (HTR2A); P35363; CHO-K1 mHTR2A beta-arrestin complementation, luminescence; percent of 30 µM serotonin response; activation, % at 7.6 µM; 360,000 tested, 0.66% active;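 active = activation above a run cutoff, the mean activation of all tested compounds plus 3 SD, cut at about 14% in these data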;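 note: 0% = plate median of compound wells and 100% = 30 µM serotonin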
Target sequence (P35363 whole entry, looked up): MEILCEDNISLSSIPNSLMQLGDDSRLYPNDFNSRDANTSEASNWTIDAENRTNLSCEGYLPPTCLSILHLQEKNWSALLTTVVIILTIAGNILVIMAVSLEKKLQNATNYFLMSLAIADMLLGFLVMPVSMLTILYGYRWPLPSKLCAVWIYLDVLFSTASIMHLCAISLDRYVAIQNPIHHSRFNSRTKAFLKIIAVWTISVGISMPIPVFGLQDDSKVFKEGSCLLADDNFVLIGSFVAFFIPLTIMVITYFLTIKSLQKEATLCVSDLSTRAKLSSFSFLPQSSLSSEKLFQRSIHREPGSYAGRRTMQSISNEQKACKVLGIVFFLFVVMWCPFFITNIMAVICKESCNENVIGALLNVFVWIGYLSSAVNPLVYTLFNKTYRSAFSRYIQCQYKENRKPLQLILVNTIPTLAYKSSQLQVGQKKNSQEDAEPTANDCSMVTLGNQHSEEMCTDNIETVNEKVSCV
TLR9-MyD88 inh: blocks human TLR9 binding to MyD88 | Q9NR96+Q99836 | AID 504734 | CHO BLA complementation TLR9-MyD88, CCF4 FRET ratio | inhibition, % at 4.98 µM | 340,000 tested, 0.21% active;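 active = inhibition above the mean over all tested compounds plus 3 SD, cut at about 21% in these data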;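 note: 0% = DMSO only wells and 100% = clavulanate BLA inhibitor control wells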
SRC2 inh: inhibits human steroid receptor coactivator 2 | Q15596 | HEK293 GAL4-SRC2 luciferase reporter, luminescence | inhibition, % at 9 µM | 370,000 tested, 0.17% active | AID 651957;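 active = inhibition above the mean inhibition of all tested compounds plus 3 SD, set per campaign, cut at about 52% in these data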;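 note: 0% = DMSO treated cells and 100% = cells given Gossypol at 36 µM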
MC4R ag barr: human MC4R agonism via beta-arrestin; U2OS MC4R beta-arrestin complementation, luminescence; percent of melanotan II response, DMSO zero; activation, % at 8.9 µM; 360,000 tested, 0.98% active;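 active = activation above a per-plate cutoff, the mean activation of sample wells on that plate plus 3 SD, cut at about 8% in these data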
The depositor's hits bear a star; x = no result given. Only part of the results is shown. The share of hits here may be higher or lower than overall.

SMILES | NOD2 RIPK2 PPI | ABCB6 inh MLPCN | Cardio protect | Glyco luc inh | ABHD5-PLIN5 inh | MC4R antagonist | m5-HT2A agonist | TLR9-MyD88 inh | SRC2 inh | MC4R ag barr
COC(=O)C(NNc1ccccc1C)(NC(=O)c1ccc(F)cc1)C(F)(F)F (stereo not given) | -1 | 98 | 2 | 2 | 13 | -2 | -4 | -2 | -14 | 1.1
COc1ccccc1CNC(=O)c1cc(S(=O)(=O)N2CCOCC2)cn1C | -14 | 100 | 11 | 1 | -1 | -2 | 4 | 7 | 6 | -2.3
CCOC(=O)CSc1ncc(OC)c(=O)[nH]1 | -2 | 100 | 5 | 2 | -3 | 11 | 8 | 2 | -12 | 0.7
CCOC(=O)N(C)c1ccc(C(O)(C(F)(F)F)C(F)(F)F)cc1 | -4 | 95 | -19 | 1 | -6 | -2 | 2 | -9 | -20 | 1.6
C=CCc1c(C)[nH]c(=O)[nH]c1=O | 0 | 256 | 22 | -1 | -6 | 14 | 4 | -4 | -5 | -1.9
Cc1ccc(-c2cn(S(=O)(=O)c3ccc(C)cc3)nc2N)cc1 | -11 | 93 | -12 | -4 | -11 | -4 | -2 | 4 | 28 | 2.6
CN(C)S(=O)(=O)Oc1ccc(C(=O)Nc2cccc(Cl)c2)cc1 | 4 | 95 | -5 | 0 | -4 | 0 | -4 | 4 | -34 | -2.0
CN(C)C(=O)c1ccc(NC(=O)c2ccccc2-c2ccccc2)cc1 | -7 | 100 | 0 | 0 | 3 | -2 | 1 | 3 | 11 | -2.0
CCc1ccc(N=CC2=C(O)CC(c3ccco3)CC2=O)cc1 (stereo not given) | -14 | 198 | -9 | -1 | 12 | 12 | 3 | 3 | -11 | 0.3
Nc1[nH]nc2nc(N3CCCC3)nc(-c3ccccc3)c12 | 5 | 101 | -3 | -1 | -1 | 2 | -2 | 2 | 4 | 0.2
COc1ccc(Nc2ncnc3sc(C)cc23)cc1 | -12 | 104 | 0 | -1 | -3 | 4 | -1 | -24 | x | -1.2
COC(=O)c1ccccc1C(=O)N1CC(O)CO1 (stereo not given) | -9 | 92 | 6 | 0 | 3 | 15 | -5 | 16 | -28 | -1.3

Individual results from the results shown:
Glyco luc inh, Cc1ccc(-c2cn(S(=O)(=O)c3ccc(C)cc3)nc2N)cc1 = -4
ABCB6 inh MLPCN, COC(=O)C(NNc1ccccc1C)(NC(=O)c1ccc(F)cc1)C(F)(F)F (stereo not given) = 98
MC4R antagonist, CCOC(=O)N(C)c1ccc(C(O)(C(F)(F)F)C(F)(F)F)cc1 = -2

2 of the compounds above, as tab-separated lines:
Molecule	NOD2 RIPK2 PPI	ABCB6 inh MLPCN	Cardio protect	Glyco luc inh	ABHD5-PLIN5 inh	MC4R antagonist	m5-HT2A agonist	TLR9-MyD88 inh	SRC2 inh	MC4R ag barr
COc1ccc(Nc2ncnc3sc(C)cc23)cc1	-12	104	0	-1	-3	4	-1	-24	x	-1.2
COC(=O)c1ccccc1C(=O)N1CC(O)CO1 (stereo not given)	-9	92	6	0	3	15	-5	16	-28	-1.3

New compounds follow:
SMILES | NOD2 RIPK2 PPI | ABCB6 inh MLPCN | Cardio protect | Glyco luc inh | ABHD5-PLIN5 inh | MC4R antagonist | m5-HT2A agonist | TLR9-MyD88 inh | SRC2 inh | MC4R ag barr
CS(=O)(=O)N(CC(=O)N1CCCCC1)C1CCCCC1 | -8 | 93 | 0 | 1 | 3 | -6 | 0 | 10 | -10 | -1.1
O=C1COc2ccc(S(=O)(=O)N3CCN(c4ccccc4)CC3)cc2N1 | 2 | 102 | -6 | -2 | -2 | 17 | 2 | 1 | 4 | 0.8
C=CCN(CC=C)CC(=O)Nc1cccc(Oc2cnccn2)c1 | -1 | 99 | 4 | -1 | 0 | -2 | 1 | -3 | -37 | 1.3
COC(=O)c1sc(N2C(=O)C(O)=C(C(=O)c3ccc(C)o3)C2c2ccc(F)cc2)nc1C (stereo not given) | -12 | 106 | 4 | -3 | -1 | 33* | -4 | -18 | -27 | 1.0
CN1C[C@@H]2[C@@H]3C(=O)N(Cc4ccccc4)C(=O)[C@@H]3[C@](C)(C1=O)N2C(=O)c1ccc(C(C)(C)C)cc1 | 6 | 94 | 1 | -1 | 0 | -7 | -2 | -9 | 4 | -1.4
O=C(C1CC(=O)N(C2CCCCC2)C1)N1CCc2ccccc21 (stereo not given) | 1 | 162 | -3 | -1 | -2 | 3 | 0 | -7 | 9 | -0.9
CCOC(=O)CC1C(=O)NCCN1S(=O)(=O)c1ccccc1Cl (stereo not given) | -4 | 98 | 5 | 3 | 2 | 0 | 6 | -6 | 17 | -0.7
C=CCSc1nc(N(CC)CC)c2sccc2n1 | 6 | 98 | 0 | -1 | -6 | 5 | -1 | 8 | 22 | 0.0
O/N=C/c1ccc(OCc2ccccc2)c(Cl)c1 | -15 | 97 | -11 | -4 | -17 | 5 | -2 | -1 | -45 | 4.8
COc1ccc(NC(=O)COc2ccccc2)cc1Cl | -7 | 96 | 3 | -1 | 2 | -4 | -1 | 0 | -11 | -0.3
Cc1ccc(NS(=O)(=O)c2ccc(NS(=O)(=O)c3cccs3)cc2)cc1 | -26 | 100 | 3 | 1 | 5 | 9 | 4 | -8 | 2 | 0.6
CCN(CC)c1nc2c(c(=O)[nH]c(=O)n2C)n1Cc1ccccc1Cl | -5 | 103 | 0 | 0 | -3 | -4 | -2 | -1 | -22 | -1.3
COc1cc(CC2COC(=O)C2(O)Cc2ccc(O)c(OC)c2)ccc1O (stereo not given) | -9 | 97 | -12 | 2 | 1 | 12 | 4 | -3 | 3 | -2.1
COc1cccc(C2CC(c3cccs3)=NN2C(=O)CSc2nc3ccccc3o2)c1OC (stereo not given) | -2 | 70* | -4 | 0 | 1 | 1 | 1 | -1 | -23 | -0.2
CCN(CC(=O)Nc1ccc(NC(C)=O)cc1)C(=O)C1CC1 | 7 | 105 | 1 | 2 | 1 | 2 | 0 | 13 | 1 | 0.6
CCCC1C(=O)N(Cc2ccccc2)C(=O)CC1C (stereo not given) | -1 | 96 | -1 | 0 | -3 | 2 | 0 | -2 | 17 | 0.3
CC(C)Oc1ccccc1NC(=O)CSc1nccn1C | 3 | 100 | 1 | 2 | -5 | 0 | -2 | -6 | -7 | 0.6
Brc1ccsc1-c1csc(-c2ccncc2)n1 | 6 | 100 | -8 | 0 | -2 | 34* | -4 | 3 | -43 | 0.8
Cc1ccc2sc(NNC(=O)c3cc(=O)c4ccccc4o3)nc2c1C | -13 | 122 | 56* | 2 | -18 | 1 | -1 | 3 | -38 | -1.4
CCn1cc(C(=O)NCC(OC)OC)c(=O)c2cc(S(=O)(=O)N(C)C3CCCCC3)ccc21 | 6 | 100 | 4 | 0 | -4 | 2 | 7 | 7 | -6 | -1.9
Cc1cc(=O)oc2cc(OC(C)C(=O)NCC3CCC(C(=O)O)CC3)c(Cl)cc12 (stereo not given) | -1 | 101 | -1 | 1 | 1 | 13 | 0 | -9 | -12 | -2.7
CCCCOc1ccccc1NC(=O)C=C(C)C | -5 | 96 | 4 | 0 | -1 | 6 | -2 | -1 | 17 | -0.1
CC(C)Sc1nc2c([nH]c3ccccc32)c(=O)n1C | -8 | 98 | -2 | 2 | -1 | 6 | 1 | 1 | -23 | -0.9
Cc1nc(N2CCN(c3ccccn3)CC2)c2c(C)c(C(=O)Nc3c(F)cc(F)cc3Br)sc2n1 | -14 | 97 | 17 | -4 | 2 | 6 | 1 | -1 | -8 | -2.8
COc1ccccc1NC(=O)C1CCN(S(=O)(=O)c2ccc3c(c2)NC(=O)C(C)S3)CC1 (stereo not given) | 1 | 117 | 0 | -3 | 8 | 4 | 3 | -3 | 16 | 2.4
C=CCNC(=O)c1onc(CSc2ccc(F)cc2)c1C(=O)NCC=C | -6 | 100 | -1 | 0 | 2 | -6 | 3 | 0 | -12 | 0.0
CCOC(=O)NC(=O)c1cn(Nc2ccccc2C(F)(F)F)c(=O)[nH]c1=O | 0 | 93 | -2 | 1 | -5 | 2 | 1 | 4 | -9 | 0.7
O=C1CN(C(=O)Cn2ncc(Cl)c(Cl)c2=O)c2ccccc2N1 | 16 | 105 | -35 | -6 | -2 | 44* | 1 | 8 | -15 | 2.1
O=C(NCc1cc([N+](=O)[O-])ccc1O)c1cccnc1Sc1ccccc1Cl | 1 | 104 | 0 | 2 | 10 | -1 | 0 | 4 | 19 | -1.6
N#CCSc1nc(-c2ccccc2)cs1 | -1 | 98 | 7 | 0 | -3 | -6 | -2 | -6 | -49 | -1.6
COc1ccc(C(=O)CN2C(=O)NC(C)(c3ccc(C)cc3)C2=O)cc1OC (stereo not given) | 15 | x | -4 | 1 | 1 | 6 | 0 | -15 | 16 | 1.7
COc1ccc(CN2CCN(C3CCC3)CC2CCO)c(F)c1 (stereo not given) | 3 | 101 | 6 | -1 | -5 | 6 | 0 | -1 | 7 | -1.4
CCOc1ccccc1CN1CCNC(=O)C1CC(=O)N(C)Cc1nonc1C (stereo not given) | 0 | 95 | 0 | 1 | 0 | 2 | -6 | -9 | 4 | -2.4
CCCOc1ccc(N2C(=O)CC(NNC(=O)c3ccc(COc4ccccc4)o3)C2=O)cc1 (stereo not given) | 0 | 94 | -4 | 7 | 1 | 21 | 0 | 0 | -13 | 13*
O=C(CCc1nnc(CCCCc2ccccc2)o1)NCCN1CCCCC1=O | 1 | 99 | 4 | 3 | -3 | 3 | 2 | 7 | 4 | -3.1
Cc1cc(C)c2nc(SCC(=O)NCCC3=CCCCC3)cc(C)c2c1 | -2 | 91 | -5 | -1 | -1 | -3 | 2 | -6 | -14 | -0.8
CC(C)C[C@H]1CNC(=O)C(=O)N1C[C@H]1CCCN1C[C@H](CC(C)C)N1C[C@H](Cc2ccccc2)N(CC2CCCCC2)C(=O)C1=O | -1 | 99 | x | x | 1 | x | 5 | x | 9 | x
Cc1ccc([N+](=O)[O-])cc1NC(=O)CN(C(=O)c1ccccc1Cl)C1CCCCC1 | 3 | 98 | 2 | -3 | 2 | 8 | -2 | 3 | -22 | 0.2
COc1ccc(NC(C)=O)cc1S(=O)(=O)NC(Cc1ccccc1)C(=O)NCc1ccccc1C (stereo not given) | -7 | 100 | -3 | -1 | -1 | 2 | -4 | 7 | -19 | -2.9
NC(=O)c1ccc(/C=N/O)[n+](Cc2ccccc2)c1 | 12 | 102 | 1 | 3 | 2 | 11 | 16* | 4 | 10 | -0.3
Cc1ccc2c(c1)NC(=O)C(CC(=O)NCCN(CC(C)C)CC(C)C)O2 (stereo not given) | -9 | 99 | 11 | 0 | 7 | -1 | 1 | -9 | 24 | -0.8
COc1ccc(C2CC(=O)c3c(O)cc(O)cc3O2)c(CC=C(C)C)c1OC (stereo not given) | -2 | 98 | -12 | 6 | -8 | 12 | 0 | -10 | -5 | 4.7
CCOC(=O)c1cc(C#N)c(SCC(=O)c2cc(C#N)c(SC)nc2C)[nH]c1=O | 5 | 102 | 76* | 1 | -15 | 17 | -2 | 3 | -4 | -1.7
CCN(CC)CCNC(=O)c1cc(Br)c(N)cc1OC | -6 | 100 | 4 | -1 | 4 | 7 | 1 | 0 | 4 | 0.6
